RmlCD inh 1536 – inhibitors of Mycobacterium tuberculosis RmlC and RmlD coupled enzymes | AID 1533 | inhibition, % at 3.6 µM | hit rate 0.03% among 160,000 | RmlC+RmlD coupled enzyme assay, percent inhibition; primary screen in compound mixtures | P9WH09+P9WH11; in the data active = inhibition mostly above about 34%, no sharp cut-off; inconclusive = no clear call, values can overlap the other calls; inactive = mostly below about 22%; note: some results filed as inactive read as strong as hits
Target sequence (P9WH09 whole entry, looked up): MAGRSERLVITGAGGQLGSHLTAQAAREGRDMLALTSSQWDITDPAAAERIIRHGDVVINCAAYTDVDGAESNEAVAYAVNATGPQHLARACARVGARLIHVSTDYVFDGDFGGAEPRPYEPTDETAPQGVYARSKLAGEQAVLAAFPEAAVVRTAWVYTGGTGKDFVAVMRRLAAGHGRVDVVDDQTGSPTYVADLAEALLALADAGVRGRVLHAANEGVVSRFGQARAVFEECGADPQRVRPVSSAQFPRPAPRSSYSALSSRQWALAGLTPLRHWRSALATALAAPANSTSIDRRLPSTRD
Target sequence (P9WH11 whole entry, looked up): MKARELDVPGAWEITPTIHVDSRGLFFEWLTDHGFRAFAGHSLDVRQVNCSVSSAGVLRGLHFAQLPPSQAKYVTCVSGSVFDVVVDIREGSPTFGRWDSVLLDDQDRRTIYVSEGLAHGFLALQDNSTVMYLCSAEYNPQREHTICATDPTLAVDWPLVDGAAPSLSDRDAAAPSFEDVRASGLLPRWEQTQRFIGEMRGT
M. tuberculosis GlmU – inhibition of mycobacterial GlmU enzyme – biochemical, glucosamine-1-phosphate acetyltransferase (AID 1376) | M. tuberculosis GlmU acetyltransferase enzyme assay; higher % means a stronger effect | inhibition, %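 (tested at 30 µM in the primary screen)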; hits with a dose series show IC50 in µM | hit rate 0.25% among 220,000; in the data active = inhibition above about 13%; inconclusive = no clear call, values can overlap the other calls;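 note: 0% = complete reaction with vehicle and 100% = reaction without substrate; strong numbers were not always called active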
The depositor's hits bear a star; ? = inconclusive; nt = not tested or not shown. An excerpt, so the mix of outcomes need not match the whole.

SMILES	RmlCD inh 1536	M. tuberculosis GlmU
C/C=C(\C)c1nnc(NC(=O)c2ccco2)s1	-5	1.4%
C/C(N)=C(/C#N)C(=O)COC(=O)[C@@H](NC(=O)c1ccccc1Cl)C(C)C	-9	-3.5%
N#CC1=C(N)N(c2ccc(F)cc2)C2=C(C1c1ccc(O)cc1)S(=O)(=O)CC2 (centres undefined)	2	-0.8%
CN(C(=O)CSc1ncnc2sc(-c3ccccc3)cc12)C1CCS(=O)(=O)C1 (centres undefined)	nt	3.5%
COc1ccc(C(=O)/C=C/Nc2ccc(S(N)(=O)=O)cc2)cc1OC	-2	1.6%
CSCCC(NS(=O)(=O)c1ccc(Br)cc1)C(=O)OCC(=O)NC1CC1 (centres undefined)	-7	-5.5%
CCOc1ccc(C2=Nn3c(nnc3-c3ccccc3)SC2)cc1Cl	nt	4.5%
CC(C)CCNc1nc2c(c(=O)n(Cc3cccc(F)c3)c(=O)n2C)n1C	nt	-0.1%
O=C1NC2C(NC(=O)N2C2CCCCC2)N1C1CCCCC1 (centres undefined)	nt	-2.0%
O=C(Nc1ccccc1)c1ccc2c(c1)OCCO2	50	-1.9%
CC(=O)c1ccc(S(=O)c2ccccc2)cc1 (centres undefined)	14	0.8%
CN(C)S(=O)(=O)c1ccc(C(=O)NCC(=O)N/N=C/c2ccccc2Cl)cc1	-4	-0.5%
Cc1sc(N)c(C(=O)c2ccccc2)c1C	-14	-0.2%
O=[N+]([O-])c1cccc(NC2=NCCC2)c1	nt	-1.9%
CCOC(=O)N1CCC(NC(=O)C2CCN(C(=O)N3CC(C)Oc4ccc(C)cc43)CC2)CC1 (centres undefined)	4	-5.4%
CC(=O)OC1CCC(OC(C)=O)c2c1n([O-])c(C)c(C)[n+]2=O (centres undefined)	nt	1.3%
CCc1cccc(C)c1NC(=S)NCc1cccn1C	-13	1.4%
CC(C#N)(Nc1ccc(Cl)cc1)c1cccnc1 (centres undefined)	nt	1.1%
CCCCNS(=O)(=O)c1ccc2nc(SCC(=O)N3CC(C)OC(C)C3)[nH]c2c1 (centres undefined)	-8	-0.9%
O=[N+]([O-])c1cccnc1Oc1ccc(F)cc1	-6	-4.2%
Nc1c(Cl)ncnc1N/N=C/c1cccc(O)c1	-2	-0.8%
O=C(CN1C(=O)c2ccccc2S1(=O)=O)c1ccc2c(c1)OCCCO2	8	nt
COc1ccc(NC(=O)CN(c2ccc(C)cc2)S(=O)(=O)c2c(C)nn(C)c2C)cc1OC	nt	-1.3%
O=[N+]([O-])c1ccc(-c2ccc(/C=N/O)o2)cc1	0	-1.1%
CC(C)C(=O)N1CCC2(CC1)Oc1ccc(Cl)cc1C(=O)C21CC(c2ccc(Cl)cc2)=NO1 (centres undefined)	nt	-2.9%
Cc1ccc(N2CCN(C(=O)c3ccccc3NC(=O)c3ccccc3C(=O)O)CC2)cc1	5	-2.7%
CC(=C/c1ccco1)/C=N/NC(=O)Cc1cccn1C	5	-0.3%
Cc1cccc(-n2c(Cc3cc(=O)[nH]c(=O)[nH]3)nnc2SCC(=O)N2CCCCC2)c1	-1	nt
CC1C[C@@]2(NC(=O)NC2=O)C(C)CN1C (some centres undefined)	5	-2.7%
Brc1ccc(C2Nc3cccc4cccc(c34)N2)o1	30	12%
O=C(Cc1nnc(NC(=O)Nc2ccccc2)s1)NCc1ccccc1	9	-5.8%
COc1ccc(CNC(=O)CCS(=O)(=O)c2cccc3nonc23)cc1	11	-0.7%
COc1ccc(N(CC(=O)NC2CCCCC2)S(=O)(=O)c2c(C)[nH]c(=O)[nH]c2=O)cc1	-9	-7.3%
COc1ccccc1C(=O)NC(=S)NNC(=O)c1sc2ccccc2c1Cl	13	-2.9%
O=C(Nc1ccccc1-c1nc2ccccc2[nH]1)c1ccc(S(=O)(=O)N2CCCCC2)cc1	104	4.5%
CC(C)(C)n1nnnc1C(c1cccc(C#N)c1)N1CCN2CCCC2C1 (centres undefined)	nt	-0.1%
CCOC(=O)C1=C(C)C2C3C(=O)N(c4ccc(C)cc4C)C(=O)C3C1(C)C1C(=O)N(c3ccc(C)cc3C)C(=O)C21 (centres undefined)	3	1.2%
O=c1[nH][nH]cc1C=NCc1cccnc1	0	-4.5%
CC1C(=O)CC(c2ccccc2)NC1c1ccccc1 (centres undefined)	107	2.9%
NC(=O)c1ccc(N2CCN(c3ccc(O)cc3)CC2)c([N+](=O)[O-])c1	-12	2.2%
CN1CCN(c2ccccc2NC(=O)c2ccc(OCc3ccccc3)cc2)CC1	nt	-5.2%
CCOc1ccc(CC(C(N)=O)C(N)=O)cc1CN(C)C	nt	5.9%
CC1CCCCC12NC(=S)N(c1ccccc1)N2 (centres undefined)	10	5.1%
Cc1ccc(C)c(OCC(=O)N2CCN(Cc3ccc4c(c3)OCO4)CC2)c1	-13	-4.4%
Cc1ccc(NC(=S)/N=C(\N)Nc2nc(C)c3ccccc3n2)cc1C	-6	1.4%
COc1ccc(CCn2c(O)c(C=Nc3cccc(F)c3)c(=O)[nH]c2=O)cc1OC	0	-3.3%
Cc1cccc(NC(=O)C2(C)CC3c4ccccc4C2c2ccccc23)c1 (centres undefined)	4	0.5%
CCOC(=O)Cc1ccc2sc(-c3ccccc3)nc2c1	-8	-4.0%
CCOc1ccccc1-c1cc(C(=O)N/N=C/c2ccc(O)c(OC)c2)c2ccccc2n1	4	-1.1%
CC(=O)c1ccc(-n2nnnc2SCC(=O)N2CCc3ccccc3C2)cc1	13	-3.5%
C=CCN1C(=O)N(c2ccc(Cl)cc2)C(=O)C1CC(=O)Nc1ccc(F)cc1 (centres undefined)	-8	-3.5%
COc1ccccc1NC(=O)c1ccc(S(=O)(=O)N2CCOCC2)cc1	?	-0.8%
COCC1CCCN(Cc2cn(Cc3ccccc3)nc2-c2cc3ccccc3o2)C1 (centres undefined)	nt	0.4%
CC(C)n1c(SCC(=O)c2ccc3c(c2)OCCO3)nc2c1c(=O)n(C)c(=O)n2C	nt	-2.8%
COc1ccc(S(=O)(=O)NCCSC(C)(C)C)cc1	-3	-0.8%
C#Cc1ccc([C@@H]2C=C(C(=O)NCc3ccccc3)O[C@H](OCCCCO)C2)cc1	nt	0.2%
O=C(COC(=O)C1CCN(S(=O)(=O)c2ccc3c(c2)OCCO3)CC1)Nc1cc(C(F)(F)F)ccc1Cl	10	0.6%
CC(=O)NNC(=O)CN1C(=O)CN=C(c2ccccc2)c2cc(Br)ccc21	17	-1.7%
O=C(Nc1ccc(Br)cc1)c1ccccc1CC[N+](=O)[O-]	7	6.4%
COc1ccc(S(=O)(=O)N=Nc2c(O)[nH]c3ccccc23)cc1	7	-0.8%

Profiles as entered above. Screens in order: RmlCD inh 1536	M. tuberculosis GlmU
CC(=O)NNC(=O)CN1C(=O)CN=C(c2ccccc2)c2cc(Br)ccc21 in the list: 17	-1.7%
CCOC(=O)Cc1ccc2sc(-c3ccccc3)nc2c1 in the list: -8	-4.0%
O=C(Nc1ccc(Br)cc1)c1ccccc1CC[N+](=O)[O-] in the list: 7	6.4%
COCC1CCCN(Cc2cn(Cc3ccccc3)nc2-c2cc3ccccc3o2)C1 (centres undefined) in the list: nt	0.4%
O=C(COC(=O)C1CCN(S(=O)(=O)c2ccc3c(c2)OCCO3)CC1)Nc1cc(C(F)(F)F)ccc1Cl in the list: 10	0.6%

(more compounds)
SMILES	RmlCD inh 1536	M. tuberculosis GlmU
CN(C)/C=C1\N=C(c2cccnc2Oc2ccc(Cl)cc2)OC1=O	4	-2.7%
Nn1c(SCC(=O)N2CCCCCC2)nnc1-c1ccncc1	2	0.1%
COCc1cc(C)nc(OCC(=O)N/N=C/c2cc(C)n(-c3c(C)cccc3C)c2C)c1C#N	0	2.5%
COc1cc(C(F)(F)F)c(C(=O)N(C)Cc2cccc(Cl)c2)cn1	5	nt
Cc1nc2ccccn2c1-c1csc(Nc2cccc(O)c2)n1	-2	2.9%
COc1ccc(S(=O)(=O)N2CCc3ccccc3C2)cc1OC	-6	-6.5%
O=C(N/N=C/c1ccc(O)cc1)c1cc(C23CC4CC(CC(C4)C2)C3)[nH]n1	nt	-3.7%
COc1cccc(NC(=S)N(CCN2CCCCC2)Cc2ccco2)c1	33	1.1%
O=C1c2ccsc2SCCN1Cc1ccc(Cl)cc1	2	-4.7%
Cc1c(C#N)sc2nc(-c3ccccc3)nc(N3CCCC3)c12	3	-2.5%
COc1ccc([C@H]2/C=C\CN(S(=O)(=O)c3cccc4cccnc34)[C@@H](C)C(=O)N2Cc2ccc(F)cc2)cc1	nt	-2.3%
COc1ccc(OC)c(NC(=O)NCCc2cccc(Cl)c2)c1	3	-2.5%
CCOc1ccc(N(CC(=O)Nc2ccccc2)S(C)(=O)=O)cc1	1	0.2%
CCCOc1ccc(N2C(=O)CC(SC(=NCC)Nc3cccc(F)c3)C2=O)cc1 (centres undefined)	nt	2.7%
COc1cccc(CN2CCN(c3nc4nonc4nc3NC3CC3)CC2)c1	4	-0.4%
COc1ccc(-c2cn3c(C)c(C(=O)Nc4cccc(NC(C)=O)c4)sc3n2)cc1	8	3.6%
COc1ccc(C(C)NC(=O)c2ccc(Cl)cc2)cc1OC (centres undefined)	-5	-5.0%
CCN(CC)C(=O)C(=O)c1cccn1-c1ccccc1C#N	nt	-3.1%
CCOC(=O)c1ccc(NC(=O)CCc2nc(-c3cccc(C)c3)no2)cc1	nt	3.5%
Cc1cccc(C(C)(C)C)c1OCCn1ccnc1	-5	2.2%
Cc1ccc(-n2c(-c3ccncc3)n[nH]c2=S)cc1	7	-2.1%
O=C1C2C(c3ccccc3)C=CC(c3ccccc3)C2C(=O)N1c1cccnc1 (centres undefined)	35	2.0%
Cc1ncc([N+](=O)[O-])n1Cc1ccc(Br)cc1	-12	-4.0%
CCn1c(COc2cccc(OC)c2)nnc1SCC(=O)Nc1cc(OC)ccc1OC	-10	1.0%
CCOc1ccc(-c2nnc(NC3=NCCCCC3)o2)cc1	nt	-2.1%
COc1ccc(CCn2c(O)c(C=NCc3ccc4c(c3)OCO4)c(=O)[nH]c2=O)cc1OC	nt	3.0%
Cc1ccc(C2C(C(=O)c3sc(C)nc3C)=C(O)C(=O)N2CCN2CCOCC2)o1 (centres undefined)	-5	-4.0%
COC(=O)CC1(c2ccc(OC)cc2)C(=O)c2ccccc2C1=O	-8	-8.2%
O=C(CN1C(=O)CSCC1=O)NCc1ccc(F)cc1	6	1.5%
CCOC(=O)Nc1ccc(=O)n(Cc2c(Cl)cccc2Cl)c1	8	-5.8%

Laid out differently: 3 of the compounds above.
SMILES,RmlCD inh 1536,M. tuberculosis GlmU
COC(=O)CC1(c2ccc(OC)cc2)C(=O)c2ccccc2C1=O,-8,-8.2%
O=C(CN1C(=O)CSCC1=O)NCc1ccc(F)cc1,6,1.5%
CCOC(=O)Nc1ccc(=O)n(Cc2c(Cl)cccc2Cl)c1,8,-5.8%

The list continues:
SMILES	RmlCD inh 1536	M. tuberculosis GlmU
Cc1c(N=C2NC(=O)/C(=C/c3cccc([N+](=O)[O-])c3)S2)c(=O)n(-c2ccccc2)n1C	-20	1.9%
COc1cc(NS(=O)(=O)c2ccc(NC(=S)NC(=O)c3ccco3)cc2)ncn1	nt	1.8%
CCOC(=O)CSCc1c(C#N)c2ccccc2n1C	nt	8.8%
COc1ccc(CCNC(=O)COC(=O)Cc2cccc3ccccc23)cc1	-13	0.6%
CC1Oc2ccccc2N(CC(=O)Nc2ccc3c(c2)OCO3)C1=O (centres undefined)	0	-6.4%
O=S1(=O)CCN(OCc2ccc(Cl)cc2)CC1	3	0.7%
CC(NC(=O)C(=O)N/N=C\c1cccc([N+](=O)[O-])c1)c1ccccc1 (centres undefined)	-3	-7.5%
CCN(CC)C(=O)n1nc(C)c(CN2C(=O)c3ccccc3C2=O)c1C	nt	0.6%
OCC1OC(n2cnc3c(NC4CCCC4)ncnc32)C(O)C1O (centres undefined)	nt	-0.7%
O=C1c2ccccc2C(=O)N1Cc1cc(-c2ccccc2)no1	-2	-3.2%
CC(C)Cc1ccc(C(C)C(=O)Nc2ccccc2O)cc1 (centres undefined)	13	0.6%
Clc1ccc(OCCn2ccnc2)c(Br)c1	nt	2.3%
S=c1[nH]nc(-c2ccncc2)n1/N=C/c1cccc2ccccc12	nt	-2.0%
CCc1cccc(C)c1NC(=S)N1CC2CC(C1)c1cccc(=O)n1C2 (centres undefined)	6	0.4%
COc1ccc(C(=O)NN=C(Cc2ccccc2)Cc2ccccc2)cc1OC	-9	-4.5%

An excerpt from above in order of SMILES length, falling.
SMILES	RmlCD inh 1536	M. tuberculosis GlmU
S=c1[nH]nc(-c2ccncc2)n1/N=C/c1cccc2ccccc12	nt	-2.0%
O=C1c2ccccc2C(=O)N1Cc1cc(-c2ccccc2)no1	-2	-3.2%
Clc1ccc(OCCn2ccnc2)c(Br)c1	nt	2.3%

Next part:
SMILES	RmlCD inh 1536	M. tuberculosis GlmU
COc1cccc(NC(=O)C2CCCN2C(=O)OCc2ccccc2)c1 (centres undefined)	-2	-1.3%
CC1(C)CC(=O)c2c(O)c(-c3ccccc3)c(=O)n(-c3ccccc3)c2C1	-7	8.4%
Cc1ccc(NC(=S)NNC(=O)Cn2nc([N+](=O)[O-])cc2C)cc1	nt	2.2%
CCN(CC)c1ccc(C(=S)NCc2ccccc2)cc1	5	4.3%
Cc1ccc(NC(=O)CSc2ncccn2)cc1F	0	1.0%
COc1nc(-c2ccc(C)cc2)ccc1-c1noc(-c2ccco2)n1	5	3.9%
CCOC(=O)c1[nH]nc(C(=O)c2ccc(Br)cc2)c1O	11	0.2%
CCSC1=C(C#N)C(c2ccc(Cl)cc2)C2=C(CCCC2=O)N1 (centres undefined)	nt	-1.6%
